HttQ103 aggreg – reduces HttQ103-GFP aggregates in PC12 cells; PC12 HttQ103-GFP aggregates, Acumen cytometry, 40 h; Potency, µM (highest dose often 46.1 µM), without a hit: at the highest dose activity change, negative = inhibition, most hits filed as inhibitors; 220,000 tested, 1.1% active; AID 1688; note: potency is the fitted concentration of half-maximal effect; % is set by controls: 0 for no effect and ±100 for the full control effect; nearly all actives have a fitted effect of over 60% in size
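PC12 cells stably carrying ecdysone-inducible HTT exon 1 Q103–GFP were induced with tebufenozide (100 nM final) and treated with library compounds in titration. GFP aggregates in lysates were counted by laser scanning cytometry.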
NPSR antag – neuropeptide S receptor (human) antagonism, cAMP; CHO-NPSR cells, cAMP TR-FRET, antagonist mode; Potency, µM (top dose mostly 38.3 µM), without a hit: at the highest dose activity change, negative = inhibition, hits mostly inhibitors; 220,000 tested, 1% active; Q6W5P4; note: potency is the fitted concentration of half-maximal effect; % is set by controls: 0 for no effect and ±100 for the full control effect; nearly all actives have a fitted effect of over 50% in size; many of its hits are not listed in these tables
Target sequence (Q6W5P4 whole entry, looked up): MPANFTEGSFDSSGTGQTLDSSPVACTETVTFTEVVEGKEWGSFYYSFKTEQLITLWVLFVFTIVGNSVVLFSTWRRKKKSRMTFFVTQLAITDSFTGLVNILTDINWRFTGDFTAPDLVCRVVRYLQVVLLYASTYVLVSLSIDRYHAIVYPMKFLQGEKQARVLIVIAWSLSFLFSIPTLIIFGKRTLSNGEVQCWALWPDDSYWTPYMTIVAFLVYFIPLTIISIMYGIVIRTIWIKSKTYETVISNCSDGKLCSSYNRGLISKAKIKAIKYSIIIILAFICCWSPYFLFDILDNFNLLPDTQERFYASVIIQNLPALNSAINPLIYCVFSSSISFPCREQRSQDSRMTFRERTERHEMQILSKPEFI
Epigenetic reg – derepresses silenced GFP reporter in murine cells | murine LDR cells, GFP reporter derepression, 30 h | Potency, µM (top dose mostly 53.9 µM), for the others: top-dose GFP activation, actives largely listed as activators | 280,000 tested, 0.2% active | AID 1865; note: potency is the fitted concentration of half-maximal effect; % of control where 0% means no effect; nearly all actives have a fitted effect of over 60% in size
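Readout is the number of GFP-expressing murine LDR cells, counted by cytometry following washing. Cells were treated with compound for 30 h at 37 C; the stably integrated CMV-GFP locus is normally silent.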
L3MBTL1 inh – L3MBTL1 (human) inhibition; Q9Y468; AlphaScreen L3MBTL1–H3K9me1 peptide binding; Potency, µM (doses to about 57.1 µM), for inactives: at the top dose activity, negative = inhibition, most hits filed as inhibitors; 230,000 tested, 0.66% active; AID 485360; note: potency is the fitted concentration of half-maximal effect; % is set by controls: 0 for no effect and ±100 for the full control effect; nearly all actives have a fitted effect of over 60% in size
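Read-out is AlphaScreen signal from streptavidin donor and nickel chelate acceptor beads (10 ug/mL final each) bridging L3MBTL1 (50 nM) and biotinylated K9-monomethylated H3(1-15) peptide (75 nM), after 30 min compound exposure at room temperature.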
KinaseGlo FLuc – counter-screen: inhibitors of Kinase-Glo firefly luciferase. 200,000 tested, 0.28% active. Q27757. Kinase-Glo luciferase, ATP luminescence, 8 min. Potency, µM (doses to about 38.3 µM), inactives show at the top dose activity change, negative = inhibition, most hits filed as inhibitors. AID 1379; note: potency is the fitted concentration of half-maximal effect; % is set by controls: 0 for no effect and ±100 for the full control effect; nearly all actives have a fitted effect of over 60% in size
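Compound is pinned into ATP-containing buffer (10 uM ATP, imidazole pH 7.2, 7 mM MgCl2). Kinase-Glo luciferase reagent is then added. Light output is recorded following an 8-min room-temperature incubation.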
IMPase Li cell – cell-permeable IMPase inhibitors with lithium potentiation. CHO-M1 cells, IP1 TR-FRET (IP-One), carbachol + lithium. 210,000 tested, 0.35% active. Potency, µM (titrated, usually from 59.4 µM), inactives show top-dose activity, negative = IMPase inhibition, hits mostly inhibitors;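 note: IP1 builds up when IMPase is blocked and the TR-FRET signal falls; potency is the fitted concentration of half-maximal effect; plate controls were basal vehicle for no effect and high inhibitor control for full effect; nearly all actives have a fitted effect of over 50% in size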
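Readout is a homogeneous TR-FRET IP1 immunoassay (Ex 320, Em 665 and 620), where raised cytosolic IP1 lowers signal. Cells were CHO-M1 treated 30 min at 37C with test compounds plus a little lithium; AC50 values came from Hill-equation fitting.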
CBFb RUNX1 block – blocks binding between human CBF-beta and RUNX1. Q01196+Q13951. AlphaScreen CBFb-His/RUNX1-biotin binding, biochemical. Potency, µM (highest dose often 59.8 µM), for inactives: top-dose activity, negative = inhibition, actives largely listed as inhibitors. 230,000 tested, under 10 active; note: % of control where 0% means no effect
Target sequence (Q01196 whole entry, looked up): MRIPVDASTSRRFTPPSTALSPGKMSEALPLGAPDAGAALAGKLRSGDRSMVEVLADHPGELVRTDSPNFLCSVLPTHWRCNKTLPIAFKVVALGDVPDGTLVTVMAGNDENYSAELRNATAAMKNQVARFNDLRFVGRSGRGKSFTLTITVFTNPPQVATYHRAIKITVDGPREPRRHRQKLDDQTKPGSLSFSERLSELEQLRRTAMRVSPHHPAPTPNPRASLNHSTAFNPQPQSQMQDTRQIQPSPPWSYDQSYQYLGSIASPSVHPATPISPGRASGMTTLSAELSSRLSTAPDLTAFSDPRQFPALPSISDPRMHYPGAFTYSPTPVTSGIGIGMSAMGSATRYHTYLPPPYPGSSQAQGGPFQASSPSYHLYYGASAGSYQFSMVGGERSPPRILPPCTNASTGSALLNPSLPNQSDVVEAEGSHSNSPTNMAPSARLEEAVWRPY
Target sequence (Q13951 whole entry, looked up): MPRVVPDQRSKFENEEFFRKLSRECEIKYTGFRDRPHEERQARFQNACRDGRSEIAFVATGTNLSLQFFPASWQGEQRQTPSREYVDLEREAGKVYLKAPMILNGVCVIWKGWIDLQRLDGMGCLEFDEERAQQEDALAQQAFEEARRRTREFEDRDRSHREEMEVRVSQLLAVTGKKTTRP
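CBFb-His/RUNX1-biotin, 30 nM each, preincubated 20 min RT; compound 15 min RT; Ni + streptavidin beads 50 ng each, 90 min RT; AlphaScreen read.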
Numbers without * were called inactive; u = inconclusive; x = no result given; & = joins results of further samples; [ ] = dose if it differs, or a comment. Calls come from the whole dose curve; as a rule, active = well fitted curve in the direction sought with a large enough effect; inconclusive = small, poorly fitted or top-dose-only effect, or another doubt; inactive = no such curve, though single readings can be large; an effect the other way counts as inactive or inconclusive. This is a subset; count on the stated rates, not on these rows.

A first look:
SMILES | HttQ103 aggreg | NPSR antag | Epigenetic reg | L3MBTL1 inh | KinaseGlo FLuc | IMPase Li cell | CBFb RUNX1 block
CCc1c(C(=O)NC2CCCC2)csc1C | 33% | -6%[46.1 µM] | -0.9% | 6% | 9% | 3% | 8%
O=C(Nc1ccc(Oc2cccnc2)nc1)c1ccc(C(F)(F)F)cc1 | 21%[9.22 µM] | 5% | -1.6% | 55%[activator] | x | x | -2%
CCc1ccc(OCC(=O)NC(C)C)cc1 | 2% | 12% | 6.8% | 2% | 1% | -4% | -7%
CCOC(=O)Cn1c(=O)oc2cc(S(=O)(=O)Nc3cccc(C)c3)ccc21 | 3% | -9%[46.1 µM] | -1.7% | x | 1% | -9%[38.3 µM] | 2%
CCCNC(=O)c1ccc2c(c1)ncn2-c1cc(C)cc(C)c1 | -20% | -4% | -0.7% | x | 1% | -10% | -2%
CC(C(=O)O)C1CCC2C3CC=C4CC(O)CC[C@@]4(C)C3CC[C@]12C (stereo partly specified) | x | x | 1.1% | x | -2% | 0% | x

All compounds of this part (from the top)
SMILES | HttQ103 aggreg | NPSR antag | Epigenetic reg | L3MBTL1 inh | KinaseGlo FLuc | IMPase Li cell | CBFb RUNX1 block
CCc1c(C(=O)NC2CCCC2)csc1C | 33% | -6%[46.1 µM] | -0.9% | 6% | 9% | 3% | 8%
O=C(Nc1ccc(Oc2cccnc2)nc1)c1ccc(C(F)(F)F)cc1 | 21%[9.22 µM] | 5% | -1.6% | 55%[activator] | x | x | -2%
CCc1ccc(OCC(=O)NC(C)C)cc1 | 2% | 12% | 6.8% | 2% | 1% | -4% | -7%
CCOC(=O)Cn1c(=O)oc2cc(S(=O)(=O)Nc3cccc(C)c3)ccc21 | 3% | -9%[46.1 µM] | -1.7% | x | 1% | -9%[38.3 µM] | 2%
CCCNC(=O)c1ccc2c(c1)ncn2-c1cc(C)cc(C)c1 | -20% | -4% | -0.7% | x | 1% | -10% | -2%
CC(C(=O)O)C1CCC2C3CC=C4CC(O)CC[C@@]4(C)C3CC[C@]12C (stereo partly specified) | x | x | 1.1% | x | -2% | 0% | x
CCOC(=O)C(NC(=O)c1ccc(F)cc1)(Nc1nnc(C)s1)C(F)(F)F (stereo unspecified) | -3% | 0%[46.1 µM] | 0.0% | x | 3% | 13%[38.3 µM] | 8%
COc1ccc(C(=O)/C=C/c2ccc(OC)c(CN3CCOCC3)c2)cc1 | 29% | 4% | u | -7% | 1% | 4% | 3%
O=C(O)CC(Cc1ccc(Cl)cc1)C(=O)Nc1ccc([N+](=O)[O-])cc1 (stereo unspecified) | 12% | 4% | 0.0% | x | 4% | -1% | -1%
O=C(O)CC(NC(=O)Cc1ccccc1)c1cc([N+](=O)[O-])ccc1Cl (stereo unspecified) | -5% | 16% | -3.1% | x | 2% | -8% | 9%
CCNC(=O)CSc1nnc(-c2ccc(OC)cc2)n1CC(C)C | u | -3%[46.1 µM] | -2.6% | x | -6% | 5%[38.3 µM] | 1%
Cc1ccc(/C(O)=C2\C(=O)C(=O)N(Cc3cccnc3)C2c2ccccc2[N+](=O)[O-])cc1 (stereo unspecified) | -2% | 1% | -0.8% | 7% | -3% | 5% | -4%
c1ccc2c(c1)CCCN2c1nc(N2CCOCC2)nc(N2CCOCC2)n1 | 7%[9.22 µM] | 47% | 0.0% | -6% | x | x | 5%
COc1cccc(Nc2ncnc3c2cnn3C)c1 | 3% | 8%[46.1 µM] | -0.7% | 5% | -4% | -3%[38.3 µM] | 3%
COC(=O)c1ccc(=O)n(-c2ccc(OC)cc2)c1 | 25% | 17%[46.1 µM] | -1.0% | -1% | 1% | -8%[38.3 µM] | 1%
CCc1nc2ccccc2n1Cc1ccccc1F | 17%[9.22 µM] | -9% | -1.3% | -3% | -2% | 5% | 0%
Fc1ccccc1N1CCN(c2nc3ccccc3n3nnnc23)CC1 | -11% | -12%[46.1 µM] | -5.7% | -8% | 1% | 2% | -3%
CN(C)N=Nc1ccc(S(N)(=O)=O)cc1 | -17%[9.22 µM] | 10% | 13% | 10% | -1% | 3% | 5%
COc1ccc(OC)c(NC(=O)COC(=O)Cc2ccc(-c3ccccc3)cc2)c1 | -7% | -14%[46.1 µM] | 1.1% | 2% | 1% | 1% | -2%
O=C(COc1ccccc1)Nc1cc(C(F)(F)F)ccc1N1CCCC1 | u | u | -1.1% | -1% | 4% | 8%[38.3 µM] | 4%
OC(COc1ccccc1CNCc1cccnc1)CN1CCc2ccccc2C1 (stereo unspecified) | 12%[9.22 µM] | 3% | -1.4% | 8% | 1% | 8% | 12%
O=C1NC(=S)N/C1=C\c1cccc([N+](=O)[O-])c1 | 16%[9.22 µM] | 9%[46.1 µM] | 17% | x | 0% | 47%[activator][38.3 µM] | 1%
COCCNC(=O)C(c1ccc(C)o1)N(C(=O)C(=O)NC1CCCCC1)c1ccc(F)cc1 (stereo unspecified) | 6%[9.22 µM] | 6% | 7.9% | 20% | 1% | 7% | 2%
Cc1ccc(NC(=O)NC(=O)CSc2nnc(-c3ccc(OC(F)F)cc3)n2N)c(C)c1 | u | -8%[46.1 µM] | 0.0% | -16% | -5% | -6% | 0%
CCOc1ccc(C(=O)N2CCCN(C(=O)c3ccc(OCC)cc3)CC2)cc1 | 6% | -14%[46.1 µM] | 0.0% | 14% | 1% | 21%[38.3 µM] | 7%
CC(C)c1ccc(NC(=S)NNc2ccc(Cl)c(C(=O)O)c2)cc1 | 2%[9.22 µM] | 10% | 1.3% | x | x | x | -4%
Cc1cccc(N2CCN(C(=O)CCc3nc4ccccc4[nH]3)CC2C)c1 (stereo unspecified) | 3% | 10%[46.1 µM] | -1.1% | x | -2% | -1%[38.3 µM] | -7%
COC(=O)N/N=C(\C)c1cccs1 | 13%[9.22 µM] | 35% | 0.8% | 4% | x | x | 4%
CCn1c(SCC(=O)Nc2sc3c(c2C#N)CCCC3)nnc1-c1ccncc1 | 12% | -20%[46.1 µM] | -1.0% | 0% | 2% | 5% | -2%
O=C(CN1CCOCC1)N/N=C/C=C/c1ccccc1 | -3% | 1% | 0.0% | 21% | 0% | -5% | -14%
Cc1ccc2nc3c(cc(C#N)c(=N)n3CC3CCCO3)c(=O)n2c1 (stereo unspecified) | 14% | 2%[46.1 µM] | u | 4% | -2% | -5%[38.3 µM] | 3%
CSCCC(C(=O)NCc1cccs1)N1C(=O)c2ccccc2C1=O (stereo unspecified) | 4% | -3%[46.1 µM] | -2.9% | x | -3% | 13%[38.3 µM] | 2%
CCc1nnc(NC(=O)COc2ccccc2[N+](=O)[O-])s1 | 7%[9.22 µM] | -11% | 2.8% | 8% | x | x | 1%
O=C(CN1CCCC1)Nc1c(C(=O)C2CC2)oc2ccccc12 | -17%[9.22 µM] | 23% | 0.1% | -2% | x | x | 13%
O=C(CSC1=NC2(CCCCC2)N=C1c1ccccc1)Nc1ccc2c(c1)OCCO2 | -12% | -50% | 1.6% | -13% | -1% | 14% | 13%[2.36 µM]
COc1ccc2cc(-c3[nH]ncc3CN3CCCC3c3nonc3C)ccc2c1 (stereo unspecified) | -3%[9.22 µM] | -20% | 3.3% | -15% | 0% | 21% | -3%
CCN(CC)C(=O)CSc1nnc(-c2cnccn2)n1-c1ccc(C)cc1 | -7% | -9%[46.1 µM] | 12% | 0% | 2% | 8%[38.3 µM] | 0%
COc1ccc(CC(=O)Nc2cccc(-c3csc(C)n3)c2)cc1 | u | -8%[46.1 µM] | -1.0% | x | 16% | 20%[38.3 µM] | 7%
COC(=O)c1ccc(C(=O)OC)c(NC(=S)N2CC(C)CC(C)C2)c1 (stereo unspecified) | -21% | -9% | 0.2% | 0% | -1% | 4% | 1%
CN(Cc1nc(-c2cnccn2)no1)Cc1n[nH]c2c1CCCC2 | 9%[9.22 µM] | 19% | 1.1% | -1% | 0% | 1% | -8%
CSc1nsc2nc(=O)c(/C=C3\C(C)=Nc4ccc(C)cc43)c(N)n12 | -10% | -54% | 2.2% | x | 4% | -4% | -15%
COc1ccc(C2(CNC(=O)c3ccco3)CCOCC2)cc1 | 4% | -4%[46.1 µM] | 0.0% | -4% | -1% | 0%[38.3 µM] | 3%
CC(C)(C)NC(=O)CSc1nsc(SCC(=O)NC(C)(C)C)c1C#N | -13% | 7%[7.67 µM] | 0.2% | -1% | -3% | 12%[38.3 µM] | 5%
Cc1ccc(-n2cc(C(=O)c3ccc(N4CCN(C)CC4)cc3)nn2)cc1Cl | u | -12% | -3.6% | 4% | 0% | 11% | -1%
Cc1cc(C)cc(N/C(N)=N/c2nc(C)cc(C)n2)c1 | -24% | -1% | -1.0% | -4% | 3% | -2% | 6%
CCCCC(=O)Nc1cc(NC(=O)CC)ccc1Cl | 3% | 10%[46.1 µM] | -1.3% | x | 19% | -8%[38.3 µM] | -2%
CN(C)c1nc(N)c([N+](=O)[O-])c(NCC2CCCO2)n1 (stereo unspecified) | 2%[9.22 µM] | 1% | 1.1% | -1% | x | x | 9%
CCc1nnc(NC(=O)CSc2nnc(COc3ccc(C#N)cc3)n2-c2ccccc2)s1 | -5% | -23%[46.1 µM] | -1.5% | 6% | 0% | -7%[38.3 µM] | -19%
Cc1nc2c(-c3ccc(F)cc3)c(C)nn2c(C)c1CCC(=O)N1CCN(c2ccc(F)cc2)CC1 | -10% | -20%[46.1 µM] | -1.1%&-3.1% | x | 0% | 4%[38.3 µM] | 1%
Cc1cccc(C(=O)N2CCC(=O)N([C@H](COCc3cccc(C(F)(F)F)c3)Cc3ccccc3)CC2)c1 | x | x | 1.7%[40.7 µM] | x | 1%[39.9 µM] | 2% | -8%

Continuation:
SMILES | HttQ103 aggreg | NPSR antag | Epigenetic reg | L3MBTL1 inh | KinaseGlo FLuc | IMPase Li cell | CBFb RUNX1 block
COc1ccc(C2CC(=O)C(CS(=O)(=O)c3ccccc3)C(=O)C2)cc1 (stereo unspecified) | 0% | -30% | 0.3% | x | 0% | 3% | 4%
CN(C)c1ccc(C=C2C(=O)OC(C)(C)OC2=O)cc1 | 8% | 5% | 5.6% | x | -6% | -13% | -6%
COC(=O)/C=C1/S/C(=N/NC(=O)c2ccc(Cl)cc2Cl)NC1=O | 21%[9.22 µM] | -9% | -0.3% | x | x | x | -28%
S=C(NCc1ccccc1)N1CCn2cccc2C1c1ccncc1 (stereo unspecified) | -19% | -13% | -1.2% | 2% | 3% | 11% | -4%
Cc1ccc(SCCCn2cncn2)cc1 | -6% | -10%[46.1 µM] | -1.1% | x | 1% | 25%[38.3 µM] | 3%
